Screens from PubChem.
TROY signal inh: inhibitors of TROY-driven NF-kB signaling, primary screen, Q293 LMP1-TROYcd cells, NF-kB luciferase, uHTS | Q293 LMP1-TROYcd NF-kB luciferase reporter, 4 h | inhibition, % at 10 µM | actives 0.98% (n = 360,000) | AID 1347056, 2019;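 active = compounds whose plate-normalised and pattern-corrected inhibition of the luciferase reporter signal at the single screening dose is 50% or more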
MITF TRPM1 inh: inhibitors of MITF-dependent TRPM1 promoter reporter, primary screen, cell-based, SK-MEL-5, single point, luciferase; SK-MEL-5 TRPM1 promoter luciferase, 24 h; actives 0.83% (n = 330,000); inhibition, % at 12.5 µM;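 active = mean inhibition across replicates of 60% or more, whatever share of single replicates reaches that level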; note: values of inactives mirror those of a sister screen read the other way
TRAIL sens C8: viability loss with TRAIL in NB7+C8 cells, primary screen, TRAIL sensitizer project, cell-based, ATPlite luminescence; inhibition (viability loss, TRAIL sensitization), % at 10 µM; actives 1% (n = 360,000); AID 624354, 2012;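 active = compounds causing at least 50% loss of cell viability in the single-dose screen, relative to plate controls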
Peg3 promoter: Peg3 promoter-driven luciferase inhibitors, primary screen, cell-based, HeLa, luciferase luminescence. actives 1.7% (n = 360,000). HeLa PEG-Prom luciferase reporter, overnight. inhibition, % at 20 µM;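 active = inhibition of at least 50% at 20 µM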
NR2E3 ag-1: inhibitors of NR2E3-RetCOR corepressor binding, primary screen, NR2E3 agonist project, biochemical, TR-FRET, GST-NR2E3, biotin-RetCOR. inhibition of corepressor binding, % at 4.78 µM. Photoreceptor-specific nuclear receptor (Homo sapiens), Q9Y5X4. 1536-well. actives 0.12% (n = 320,000). AID 2300, 2010;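 active = percent inhibition above the cutoff of mean plus 3 SD of all tested compounds, set per screening campaign, cut at about 20% in these data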;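 note: 0% = DMSO wells and 100% = biotin wells as full block of FRET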
Target sequence (Q9Y5X4 whole entry, looked up): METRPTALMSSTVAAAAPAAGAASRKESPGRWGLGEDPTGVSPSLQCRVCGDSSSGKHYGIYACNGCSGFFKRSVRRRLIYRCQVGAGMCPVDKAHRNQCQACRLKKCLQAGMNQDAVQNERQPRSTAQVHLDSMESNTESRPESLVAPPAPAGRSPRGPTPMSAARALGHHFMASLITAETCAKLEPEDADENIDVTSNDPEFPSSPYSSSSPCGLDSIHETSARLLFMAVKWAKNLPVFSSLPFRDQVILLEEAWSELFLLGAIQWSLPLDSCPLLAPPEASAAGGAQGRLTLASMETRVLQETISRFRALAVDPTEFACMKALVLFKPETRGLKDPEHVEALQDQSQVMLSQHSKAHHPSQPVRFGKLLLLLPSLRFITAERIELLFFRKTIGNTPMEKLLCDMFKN
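system = GST-tagged NR2E3 plus biotinylated RetCOR corepressor | input = 1.35 nM GST-NR2E3 | also added = 7 nM biotin-RetCOR | schedule = 5 h incubation at 4 °C | measured by = TR-FRET with europium anti-GST and streptavidin-D2, 340 nm excitation | read-out = percent loss of FRET ratio relative to control wells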
Shn3 3UTR inh: reduction of Shn3 3'UTR firefly luciferase signal, primary screen, Schnurri-3 inhibitor project, cell-based, Clone20 osteoblasts, set 2; Clone20 osteoblast Shn3 3'UTR firefly luciferase, 24 h; inhibition, % at 12.5 µM; actives 0.52% (n = 360,000); AID 588674, 2011;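 active = mean inhibition of at least 75% with every replicate also reaching 75%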;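 note: 0% = median of neutral control wells and 100% = pilot-screen positive control compound; some compounds past the cut are filed as inactive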
TWEAK Fn14 block: inhibitors of TWEAK-Fn14 signaling, primary screen, luciferase reporter cells, uHTS. actives 2% (n = 360,000). TWEAK-stimulated Fn14 reporter cells, luciferase luminescence, 8 h. inhibition, % at 10 µM; in the data active = inhibition above about 50%
KKLEB tox: cytotoxicity in KKLEB CF airway cells, primary screen, cytotoxicity control for CF NF-kB inhibitor project, cell-based, uHTS, fluorescence assay plates; KKLEB CF airway cells viability, ATPlite luminescence, overnight; stronger effect = lower value; cells stimulated with P. aeruginosa culture filtrate; activity change (cytotoxicity), % at 5 µM; actives 0.36% (n = 360,000); AID 602141, 2011;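 active = corrected activity change at or below -50% at 5 µM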
NR2E3 ag-2: NR2E3 agonists in two-hybrid cells, primary screen, cell-based, luminescence, CHO-S, Gal4-NCOR/VP16-NR2E3; Photoreceptor-specific nuclear receptor (Homo sapiens), Q9Y5X4; luciferase; inhibition of corepressor binding, % at 3.98 µM; actives 0.35% (n = 360,000); AID 602229, 2012;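 active = inhibition above the mean of all tested compounds plus 3 SD, cut at about 70% in these data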;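 note: 0% = DMSO with NR2E3 transfected cells and 100% = cells lacking NR2E3 construct; higher means lower luciferase signal from less NR2E3 corepressor binding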
CF NFkB block: inhibitors of PAF-induced NF-kB signaling, primary screen, cell-based, GFP fluorescence, uHTS | actives 0.86% (n = 360,000) | inhibition, % at 5 µM | AID 588850, 2011 | KKLEB NF-kB-GFP reporter, GFP fluorescence overnight;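 active = at least 50% inhibition at 5 µM, scaled per plate between neutral and stimulator controls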;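 note: PAF is a Pseudomonas aeruginosa culture filtrate used as stimulus; plate controls were PAF-stimulated DMSO wells for no effect and unstimulated DMSO wells for full effect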
HIF-2a block: HIF-2a reporter inhibitors, primary screen, luminescence, 786-0 RCC cells; 786-0 RCC cells HIF-2a reporter, luciferase luminescence, overnight; inhibition, % at 18.8 µM; actives 0.72% (n = 360,000); AID 624352, 2012;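 active = inhibition of the luminescence signal of 40% or more relative to plate controls, in a single-dose primary screen at 18.75 µM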
The depositor's hits bear a star; / = no result given. This is a subset. The share of hits here may be higher or lower than overall.

Screens in order: TROY signal inh	MITF TRPM1 inh	TRAIL sens C8	Peg3 promoter	NR2E3 ag-1	Shn3 3UTR inh	TWEAK Fn14 block	KKLEB tox	NR2E3 ag-2	CF NFkB block	HIF-2a block
CCN(C)c1cc2c(c3c1ccn3C)C1CCC2C1 (stereo not drawn)
→ -7	/	-1	-33	/	-11	10	-8	15	14	2
CCN(CC)S(=O)(=O)c1ccc(Cl)c(NC(=O)CSc2cccc[n+]2[O-])c1
→ -13	-3	-9	1	1	/	3	-5	-31	10	17
O=C(COC(=O)c1ccc2ncsc2c1)Nc1cc([N+](=O)[O-])ccc1Cl
→ 2	10	-4	-12	0	0	-18	-6	-17	10	10
Cc1cccc(NC(=O)CCNC(=O)c2ccco2)c1C
→ 1	0	-5	0	3	7	18	-14	-25	9	-3
CSCc1ccc(C(=O)NC(C)c2cnn(-c3ccccn3)c2C)o1 (stereo not drawn)
→ -27	-13	13	-63	1	-12	-17	3	-47	8	-93
CC(C)c1nnc(NC(=O)C2CCN(C(=O)Nc3ccc(Cl)cc3)CC2)s1
→ -22	-3	1	-59	1	-4	6	-2	-35	3	-73
COc1ccccc1NC(=O)C1=C(C)Nc2nc(CCCO)nn2C1c1cccnc1 (stereo not drawn)
→ -7	16	-11	5	4	5	-1	4	-27	3	13
Cc1cc(C(=O)NNC(=O)c2ccc(S(=O)(=O)N(C)C)cc2)c(C)o1
→ -25	8	-3	4	1	0	-2	-2	-10	13	16
COc1ccc(NC(=O)CN(C)C(=O)c2ccc(N3CCCCC3)c([N+](=O)[O-])c2)cc1
→ 7	1	-12	12	2	17	-11	1	6	-13	5
Cc1ccc(Nc2c([N+](=O)[O-])c(=O)n(C)c3ccccc23)cc1
→ 20	9	1	24	-2	18	1	-17	-21	28	9
CCO/C(C)=C1/SC(=S)NC1=O
→ 0	-1	-4	2	-6	-6	-8	-12	-5	6	14
Cc1cc(C)n2nc(CCCO)nc2n1
→ -5	-7	29	8	2	4	19	-10	0	0	18
Cc1cc(NC(=O)C(C)SCC(=O)N(Cc2ccccc2)c2ccccc2)no1 (stereo not drawn)
→ 22	3	1	32	-1	2	-76	-12	10	14	-15
C[N+](C)(C)CCOc1ccc([N+](=O)[O-])cc1
→ -9	/	-4	7	-1	1	-5	-9	-8	-13	18
CCCC1CC(CCc2ccccc2)OS(=O)(=O)N1 (stereo not drawn)
→ -1	1	-17	9	2	7	-20	-13	-18	10	11

Continued:
Screens in order: TROY signal inh	MITF TRPM1 inh	TRAIL sens C8	Peg3 promoter	NR2E3 ag-1	Shn3 3UTR inh	TWEAK Fn14 block	KKLEB tox	NR2E3 ag-2	CF NFkB block	HIF-2a block
Cc1ccc(NC(=O)c2ccc3c(c2)N(CC(=O)N2CCCCC2)C(=O)C(C)(C)O3)cc1
→ -13	-7	5	10	-2	-9	4	5	-4	0	23
Cc1cc2nc3n(c2cc1C)CC1CC(C(=O)NCc2ccco2)N(C)C31 (stereo not drawn)
→ 2	5	0	-7	-1	-15	8	19	-11	-5	-1
NC(=O)c1c(NC(=O)c2cccnc2)sc2c1CCCC2
→ -60	-50	22	-188	-2	-42	22	-7	-4	14	-167
CN(CC(=O)Nc1cccc(F)c1)C(=O)c1cccc(S(=O)(=O)N2CCN(Cc3ccccc3)CC2)c1
→ 17	/	13	23	/	39	11	-4	22	0	9
COc1cccc(NC(=O)COc2c(F)c(F)c(C(F)(F)F)c(F)c2F)c1
→ 16	-12	1	0	3	14	-22	-6	-2	0	12
COc1ccc(CNC(=O)CN(CC2CCCO2)C(=O)CNS(=O)(=O)c2ccc(F)cc2)cc1 (stereo not drawn)
→ 15	-10	3	6	/	-14	4	-6	5	-5	8
Cc1cc(C)c(-n2nnnc2SCC(=O)c2cc3ccccc3o2)c(C)c1
→ 6	-3	12	24	-4	4	3	-1	6	1	12
CCc1ccc(NC(=S)NCc2ccccc2)cc1
→ -14	-11	3	0	2	-12	-12	4	-29	-8	-2
Cc1ccc(S(=O)(=O)NC2CC(C)(C)NC(C)(C)C2)cc1
→ 10	-15	21	5	1	-8	8	3	-19	1	17
Cc1cc(N/N=C/c2ccncc2)c([N+](=O)[O-])cc1[N+](=O)[O-]
→ -15	-1	-8	2	-1	-21	-37	0	-36	-35	9
Fc1ccc(-c2csc(N3CCOCC3)n2)cc1
→ -54	-52	-6	-207	-1	-54	-25	-4	-67	12	-232
CC(=O)c1csc(COc2ccc(Cl)cc2)n1
→ -27	-47	-2	-336	-2	-65	24	-6	-110	-8	-179
O=C(Cn1nnc(-c2ccc(CN3CCOCC3)cc2)n1)Nc1nc(-c2ccccc2)cs1
→ 32	-5	-15	-38	0	6	14	-51*	-32	-24	-112
CCN(CC)c1ccc(C(=O)OCC(=O)Nc2cc(C)on2)cc1
→ -10	-3	-5	2	-3	25	-19	-2	5	4	-15
COc1cc2cc(C(=O)NC(C)c3cccc4ccccc34)c(N)nc2cc1OC (stereo not drawn)
→ 8	/	11	/	/	/	27	/	9	/	-25

Arranged by the number under NR2E3 ag-1 (lowest first): 3 from the list above
molecule,MITF TRPM1 inh,Peg3 promoter,NR2E3 ag-1,Shn3 3UTR inh,TWEAK Fn14 block,NR2E3 ag-2,CF NFkB block,HIF-2a block
CCN(CC)c1ccc(C(=O)OCC(=O)Nc2cc(C)on2)cc1,-3,2,-3,25,-19,5,4,-15
COc1ccc(NC(=O)CN(C)C(=O)c2ccc(N3CCCCC3)c([N+](=O)[O-])c2)cc1,1,12,2,17,-11,6,-13,5
COc1ccccc1NC(=O)C1=C(C)Nc2nc(CCCO)nn2C1c1cccnc1 (stereo not drawn),16,5,4,5,-1,-27,3,13

The list continues.
Screens in order: TROY signal inh	MITF TRPM1 inh	TRAIL sens C8	Peg3 promoter	NR2E3 ag-1	Shn3 3UTR inh	TWEAK Fn14 block	KKLEB tox	NR2E3 ag-2	CF NFkB block	HIF-2a block
CC1CCN(C(=O)c2ccccc2NC(=O)Cc2ccccc2)CC1
→ -18	-11	-6	-20	3	-6	-11	-22	14	16	-21
O=[N+]([O-])c1ccc(S(=O)(=O)Nc2nnc(C(F)(F)F)s2)cc1
→ 12	7	-5	-2	2	-12	6	-5	-1	7	2
C#CCOC(=O)CCC(=O)NCCc1ccccc1
→ 5	4	-2	4	4	-3	13	11	-12	-24	14
O=C1CC(NS(=O)(=O)c2cccs2)CN1c1cccc(F)c1 (stereo not drawn)
→ -7	9	15	-3	-1	-11	0	-8	-13	9	9
CCn1c(NC(C)=O)c(-c2ccccc2Cl)c(=O)c2ccccc21
→ -16	0	-3	-6	2	5	20	8	-14	0	12
ON1C(c2ccccc2)CC2(O)c3nonc3CCC12 (stereo not drawn)
→ 5	-7	-4	2	3	9	1	-2	-15	4	-9
CCc1ccc(OCCOCC(O)CNC(C)CC)cc1 (stereo not drawn)
→ 7	1	6	6	5	4	8	-12	-5	-20	12
COc1cccc(OCCNc2ccc([N+](=O)[O-])cn2)c1
→ -5	-11	-2	-27	-3	13	-13	-4	1	6	-28
O=c1c2ccccc2ncn1CCOc1ccccc1[N+](=O)[O-]
→ -20	-52	-2	-175	-2	-61	-11	0	-47	10	-210
Cn1c(/C(C#N)=C(\O)CN2CCN(Cc3ccccc3)CC2)nc2ccccc21
→ 13	9	11	15	3	1	4	6	5	-2	22
CC(=O)C1=C(O)C(=O)N(CCNCCO)C1c1ccccc1 (stereo not drawn)
→ 4	8	-1	3	0	-13	18	1	-23	-1	12
Cc1cccc(C)c1NC(=O)CSc1nc(COc2ccccc2)nc2ccccc12
→ -16	7	11	3	3	16	-24	-5	-11	7	1
CC1CCN(C(=O)Cn2cc(C(=O)C3CC3)c3ccccc32)CC1
→ -6	-7	6	-2	3	-4	-2	2	-14	-2	-9
COc1ccc(C(=O)N2CCN(c3ccc(F)cc3)CC2)cc1S(=O)(=O)NC1CC1
→ -10	-40	5	-67	-2	-37	-5	1	-24	6	-128
O=C(COC(=O)/C=C/c1ccccc1)NC1CCCCC1
→ -9	1	-11	7	3	4	-8	-15	-3	8	-1

Next part
Screens in order: TROY signal inh	MITF TRPM1 inh	TRAIL sens C8	Peg3 promoter	NR2E3 ag-1	Shn3 3UTR inh	TWEAK Fn14 block	KKLEB tox	NR2E3 ag-2	CF NFkB block	HIF-2a block
COc1ccccc1NC(=O)CSc1ccc(-c2ccco2)nn1
→ 2	5	-14	13	-1	-3	10	-23	-13	-3	-19
CCS(=O)(=O)Nc1ccc(C(=O)CC2(O)C(=O)Nc3ccccc32)cc1 (stereo not drawn)
→ -13	6	-2	10	0	-4	7	3	-14	5	2
Cc1ccc(S(=O)(=O)N2CCN(C(=O)COC(=O)/C=C/c3cccc([N+](=O)[O-])c3)CC2)c(C)c1
→ 16	/	-25	11	/	19	-17	11	-5	-27	8
O=C(COC(=O)c1n[nH]c(=O)c2ccccc12)c1ccc(Br)cc1
→ 5	5	-4	30	1	3	18	-3	-21	14	0
Cc1ccc(NC(=O)CSc2ccc(Br)cc2)cc1S(=O)(=O)N1CCOCC1
→ -5	2	7	11	0	-4	5	9	-16	12	-28
Fc1ccccc1NC(=S)Nc1cccnc1
→ -47	-4	7	1	2	-12	-35	3	-11	9	-28
COc1ccc(NC(=O)CSc2nnc(N)s2)cc1S(=O)(=O)N1CCCCC1
→ -5	/	-4	-2	/	18	7	7	11	1	12
